Shiga inhibitor: Shiga toxin inhibition; Vero cells, Shiga toxin protein synthesis inhibition reporter; inhibition, % at 38.7 µM; 290,000 compounds, 9.2% hits; in the data active = inhibition mostly above about 28%, no sharp cut-off; inactive = mostly below about 43%; also: 0% is about no effect
Pf growth 48h: P. falciparum growth inhibition at 48 hours (one generation). 310,000 compounds, 5.9% hits. AID 504832. Potency, µM (titrated, usually from 28.7 µM), for inactives: top-dose activity change, negative = inhibition, usual class: inhibitors. P. falciparum luciferase growth in erythrocytes, 48 h; also: potency is read from the fitted curve at half-maximal effect; % is scaled to controls: 0 for no effect and ±100 for the full control effect
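Luciferase-expressing parasites in RBCs, 2% Hct / 0.1% parasitemia final; RPMI 1640 + 0.5% Albumax; 37 C, 5% CO2, one generation; luminescence read-out, lower signal = inhibition.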
Tb PYK inh: blocks Trypanosoma brucei pyruvate kinase | AID 624173 | Potency, µM (top dose mostly 76.8 µM), for the others: at the highest dose activity, negative = inhibition, hits mostly inhibitors | 410,000 compounds, 0.12% hits | Q57TT1 | TbPYK enzyme, Kinase-Glo Plus ATP luminescence, 45 min; also: potency is read from the fitted curve at half-maximal effect; % is scaled to controls: 0 for no effect and ±100 for the full control effect; nearly all actives have a fitted effect of over 50% in size
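ADP (130 uM final) triggers the TbPYK reaction after compound addition; incubation is 45 min at room temperature. Kinase-Glo Plus is then added and luminescence imaged. Normalized data are fitted to concentration-effect curves.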
AMA1 RON2 block: inhibitors of Plasmodium falciparum AMA1-RON2 interaction | AlphaScreen AMA1-biotinylated RON2 peptide binding | 360,000 compounds, 0.2% hits | Potency, µM (series often up to 58.2 µM), for the others: at the top dose activity change, negative = inhibition, hits mostly inhibitors;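 also: potency is read from the fitted curve at half-maximal effect; 0% = vehicle wells and -100% = peptide control; nearly all actives have a fitted effect of over 45% in size; some results filed as inactive show a strong effect at the top dose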
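AMA1 (3D7) with his tag at 25 nM final met compounds first, then biotinylated RON2 peptide at 25 nM; detection used donor plus acceptor beads, 10 µg/mL apiece, read by AlphaScreen after 30 min at room temperature.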
Cycloheximide cs: counter-screen hit for Shiga toxin inhibitors, cycloheximide. cell reporter, cycloheximide protein synthesis inhibition counterscreen. max response, %. 300,000 compounds, 12% hits. AID 2314; in the data active = max response mostly above about 13%, no sharp cut-off; inactive = mostly below about 14%; also: read at 38.3 µM for the half of the compounds with a filed dose; 0% is about no effect
Pf growth 96h: P. falciparum growth inhibition at 96 hour, primary screen for plastid delayed-death inhibitors. P. falciparum luciferase reporter growth, 96 h. Potency, µM (highest dose often 28.7 µM), inactives show at the top dose activity change, negative = inhibition, most hits filed as inhibitors. 320,000 compounds, 6.9% hits; also: potency is read from the fitted curve at half-maximal effect; % is scaled to controls: 0 for no effect and ±100 for the full control effect
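Erythrocytes infected with luciferase-expressing P. falciparum were dispensed at 2% hematocrit and 0.05% parasitemia (final), then incubated with compounds 96 hours at 37 C in 5% CO2. Luminescence after detection reagent addition reported growth.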
LmPK inh: inhibitors of Leishmania mexicana pyruvate kinase; Potency, µM (titrated, usually from 57.5 µM), without a hit: at the top dose activity change, negative = inhibition, actives largely listed as inhibitors; purified LmPK, Kinase-Glo ATP luminescence, 1 h; 290,000 compounds, 0.37% hits; also: potency is read from the fitted curve at half-maximal effect; % is scaled to controls: 0 for no effect and ±100 for the full control effect
Target sequence (Q27686 whole entry, looked up): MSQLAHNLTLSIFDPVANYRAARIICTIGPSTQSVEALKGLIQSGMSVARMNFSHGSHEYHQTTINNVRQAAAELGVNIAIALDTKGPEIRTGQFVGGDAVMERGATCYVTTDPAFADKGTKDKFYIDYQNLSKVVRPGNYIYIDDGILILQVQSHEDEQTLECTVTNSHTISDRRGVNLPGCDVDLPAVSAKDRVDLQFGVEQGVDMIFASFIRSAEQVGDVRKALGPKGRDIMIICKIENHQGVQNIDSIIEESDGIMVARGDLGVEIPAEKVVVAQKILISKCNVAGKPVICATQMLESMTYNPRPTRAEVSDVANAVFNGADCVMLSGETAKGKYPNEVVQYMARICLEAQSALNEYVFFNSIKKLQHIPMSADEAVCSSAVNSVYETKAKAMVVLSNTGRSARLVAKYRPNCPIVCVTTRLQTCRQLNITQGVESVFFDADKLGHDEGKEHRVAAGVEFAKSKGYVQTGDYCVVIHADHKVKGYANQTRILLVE
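Kinase-Glo luminescence read after 1 h RT reaction of 0.1 nM LmPK with 0.5 mM PEP and 0.1 mM ADP. Activity scaled between uninhibited and enzyme-free controls.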
The depositor's hits bear a star; u = inconclusive; x = not tested or not shown; & = joins results of further samples; [ ] = another dose, or the depositor's remark. Unless noted, calls follow the shape of the dose curve; as a rule, active = well fitted curve in the direction sought with a large enough effect; inconclusive = small, poorly fitted or top-dose-only effect, or another doubt; inactive = no such curve, though single readings can be large; an effect the other way counts as inactive or inconclusive.

SMILES | Shiga inhibitor | Pf growth 48h | Tb PYK inh | AMA1 RON2 block | Cycloheximide cs | Pf growth 96h | LmPK inh
NS(=O)(=O)c1ccc(CCNC(=O)C2CCN(S(=O)(=O)c3ccc(Br)s3)CC2)cc1 | 28.0 | -6.6% | -5.5% | 0.5% | -1.1 | 2.0% | 0.8%
Cc1nn(C)c(C)c1Sc1ccccc1N | -2.1 | -17.6% | -4.5% | 17.0% | 1.4 | 4.5% | 1.5%
CCOc1ccc(CSc2nc(C)cc(COC)c2C#N)cc1OCC | 6.0 | 13.1µM* | -1.5% | 8.8% | -2.5 | -14.7% | 7.8%
COc1ccc(/C=C2\SC(=S)N(CCC(=O)NC3=NCCS3)C2=O)cc1OC | -13.0 | 28.0% | 3.4% | 8.5%[2.32 µM] | -1.1 | 39.1%[activator] | -4.9%
CC(=O)c1ccc(N2CCN(C(C)C(=O)NC3CCCc4ccccc43)CC2)cc1 (centres undefined) | -1.3 | -21.0% | -7.6% | 2.3% | 11.1 | 0.0% | 7.8%
CC(O)Cc1nsc(NC(=O)c2ccc(Br)o2)n1 (centres undefined) | -15.2 | 7.4% | 6.8% | -4.6% | -2.2 | 3.7% | -3.3%
COc1cccc2cc(C(C)N(CCCN3CCOCC3)C(=O)Nc3ccc(Cl)cc3)oc12 (centres undefined) | 20.4 | u | -4.5% | -16.2% | -4.3 | -4.2% | 2.7%
CCOc1ccc2c3c1O[C@H]1[C@@H](O)C=C[C@H]4[C@@H](C2)N(C)CC[C@@]341 | x | -17.7% | -1.2% | x | x | u | x
c1coc(CN2CCN(C(c3cccs3)c3nnnn3C3CCCC3)CC2)c1 (centres undefined) | -17.4 | 7.8% | -4.8% | 0.0% | 11.2 | 32.0%[activator] | 0.1%
Cc1noc(C)c1/C=N/Nc1ccccn1 | 43.0 | 114.6%[activator] | -5.8% | -0.1% | 10.7 | -9.9% | 6.4%
O=C(O)c1ccc(N/N=C/c2ccc(-c3cccc(Cl)c3)o2)cc1 | 82.5* | 136.3%[activator] | 3.5% | -2.1% | 60.1* | 113.7%[activator] | 2.3%
O=C(CCCOc1ccccc1)Nc1cccc(S(=O)(=O)N2CCCCCC2)c1 | x | u | 0.9% | 13.5% | x | u | x
COc1ccc(S(=O)(=O)NCC(=O)N(CC(=O)NCC2CCCO2)c2c(C)cccc2C)cc1 (centres undefined) | -1.8 | -24.8% | -6.1% | 20.9% | -2.6 | 2.5% | 4.0%
COC(=O)[C@H](Cc1c[nH]c2ccccc12)NC(=O)Nc1ccccc1OC | 5.7 | 0.4% | -8.9% | 11.9% | -1.1 | -1.4% | 4.0%
COc1cc(OC)c(OC)cc1CNC(=O)c1cc(=O)[nH]c2ccccc12 | -1.4 | 4.0% | 5.0% | 2.5% | -3.6 | 0.4% | 1.5%
O=C1CC(=O)C(n2cncn2)C(c2c(F)cccc2Cl)C1 (centres undefined) | -5.3 | 0.7% | 3.9% | -8.4% | -2.0 | 13.6% | -3.2%
COc1ccc(C2=NN(c3ccccc3)C(=O)/C2=C\c2ccc(O)c(OC)c2)cc1 | 22.0 | 13.1µM* | -6.7% | -12.2% | 14.0 | u | -3.9%
O=C(O)c1cccc(NC(=O)c2ccc3c(c2)C(=O)N(c2ccccc2)C3=O)c1 | 51.4 | -30.8%[0.00184 µM] | 5.2% | -2.4% | 2.0 | 1.6% | -8.3%
CC(=O)NCC(=O)OCC(=O)c1ccc(C)cc1 | 11.8 | 6.9% | 2.6% | 1.6% | -3.5 | u | 0.2%
Cc1cc(=O)oc2cc(OCC(=O)N3CCN(C(=O)c4ccco4)CC3)ccc12 | -8.3 | 5.4% | 1.1% | -1.0% | -1.9 | 14.5% | -3.2%

No new results follow: entries from further up.
SMILES | Shiga inhibitor | Pf growth 48h | Tb PYK inh | AMA1 RON2 block | Cycloheximide cs | Pf growth 96h | LmPK inh
CC(=O)NCC(=O)OCC(=O)c1ccc(C)cc1 | 11.8 | 6.9% | 2.6% | 1.6% | -3.5 | u | 0.2%
Cc1cc(=O)oc2cc(OCC(=O)N3CCN(C(=O)c4ccco4)CC3)ccc12 | -8.3 | 5.4% | 1.1% | -1.0% | -1.9 | 14.5% | -3.2%

Other records.
SMILES | Shiga inhibitor | Pf growth 48h | Tb PYK inh | AMA1 RON2 block | Cycloheximide cs | Pf growth 96h | LmPK inh
COc1ccc2c(c1)c1c(c(=O)n(-c3ccc(OC)c(OC)c3)c(=O)n1Cc1ccccc1C)n2C | -4.7 | x | -5.3% | x | -3.3 | x | x
CCN1CCN(CC(=O)Nc2cc(C)on2)CC1 | 0.6 | 15.1% | 21.0% | -14.3% | -1.6 | 43.0%[activator] | -2.1%
COc1ccc(CNC(=O)CSc2nnc(C)c(=O)[nH]2)cc1 | -8.0 | 12.1% | -5.4% | 7.7% | -1.8 | 26.6% | 1.6%
Cc1ccc(C(=O)NC(=S)Nc2ccc(-c3ccc(CO)o3)cc2)cc1 | 50.7 | -10.7% | -4.2% | 18.9% | 29.1 | 34.0%[activator] | -6.4%[11.5 µM]
CC1=C(C)CC(C(=O)Nc2ccc(C(=O)N3CCOCC3)cc2)C(C(=O)O)C1 (centres undefined) | 16.2 | 0.9% | 0.6% | 0.0% | -1.4 | 4.0% | 0.1%
Cc1ccc(Cl)cc1N1CCN(C(=S)NCCc2ccccc2)CC1 | 15.7 | -9.7% | -0.5% | 16.6% | 20.0 | 15.6%[1.15 µM] | 0.0%
COc1ccccc1CNC(=O)c1ccc(OC(C)C)cc1 | 56.1* | 14.9% | -6.9% | -15.3% | 14.6* | 15.1%[5.75 µM] | -3.1%
O=C(COc1cccnc1[N+](=O)[O-])NCCc1ccc(Cl)cc1Cl | -24.4 | u | -3.6% | 7.0% | 1.3 | -7.7% | 3.9%
O=S(=O)(c1cccc2ccccc12)N1CCCCC1 | -3.8 | -16.9% | 2.1% | -2.7% | -1.9 | u | 0.5%
CCOc1ccc(NC(=O)C2CCCN(S(=O)(=O)c3c(C)noc3C)C2)cc1 (centres undefined) | -14.4 | 6.7% | -0.6% | -5.8% | -5.4 | -27.8% | -1.0%
c1ccc(-n2nnnc2-n2ccnc2)cc1 | -2.4 | 2.2% | 3.9% | -1.9% | -1.6 | u | 0.8%
O=C1[C@H]2[C@@H](c3ccc(F)cc3)N3C(=O)N(c4ccccc4)C(=O)[C@@]3(Cc3ccc(Cl)cc3)[C@H]2C(=O)N1C1CCCCC1 | 18.0 | u | 1.8% | 7.1% | -1.5 | u | -2.1%
Cc1cc2cc(CCNC(=O)c3ccc(Br)o3)c(=O)[nH]c2cc1C | -10.9 | u | -19.9% | -10.0% | 1.7 | -20.8% | 3.4%
O=C(CSc1ncn(-c2ccccc2)n1)Nc1nc2ccccc2s1 | 11.5 | 16.1% | -16.8% | -18.5% | 6.0 | 140.9%[activator] | -2.1%
Cc1ccc(-c2cc(C(F)(F)F)n3nc(C(=O)NCCCn4ccnc4)cc3n2)cc1C | -7.6 | u | 2.2% | 2.6% | 2.5 | u | -0.4%
COc1ccc(C(=O)CSc2nnc(CN3CCCCC3)n2-c2ccc(Cl)cc2)cc1OC | 14.6 | u | u | -1.1%[11.6 µM] | -3.3 | 10.4µM* | 3.6%
COc1ccccc1CC(NC(C)=O)C(=O)NC1CCN(S(=O)(=O)c2ccc(NC(C)=O)cc2)CC1 (centres undefined) | -10.7 | -7.8% | 3.0% | 7.1% | -6.2 | -2.2% | -5.6%
Cc1ccc(COc2cccc3c2CCN(Cc2ccc(F)cc2)C3=O)cc1 | 9.2 | u | -18.2% | 2.0% | -1.7 | u | 7.0%
CCOc1cc(/C=C(\C#N)C(N)=O)ccc1OS(=O)(=O)c1ccccc1 | -11.4 | 3.3% | -5.8% | -5.5% | -1.1 | -11.1% | 1.2%
Cc1noc(C)c1CSCC(=O)N(C)CC(=O)Nc1ccccc1Cl | -1.7 | 8.1% | -1.4% | 15.5% | 1.4 | u | -7.4%
CN(CC(=O)NCc1cccnc1)S(=O)(=O)c1ccc2c(c1)c(=O)n(C)c(=O)n2C | 13.5 | x | -1.2% | -7.4% | -2.3 | u | 2.5%
Nc1nc(SCc2ccc([N+](=O)[O-])cc2)c2ncn(C3OC(CO)C(O)C3O)c2n1 (centres undefined) | -10.8 | 1.7% | 1.3% | -21.5% | -4.7 | -6.7% | 4.8%
Cc1ccc(S(=O)(=O)NC(CC(C)C)C(=O)NCCCn2nc(C)cc2C)cc1 (centres undefined) | x | u | 0.3% | 11.3% | x | u | x
Cc1cccc(NC(=O)CN(C)S(=O)(=O)c2cccc3cccnc23)c1C | -1.8 | -15.5% | 0.4% | -7.2% | 2.1 | 0.8% | -1.5%
CC1CN(C(=O)NCc2ccccc2)c2cc(Cl)ccc2O1 (centres undefined) | -2.7 | -14.8% | -9.9%&-2.5% | 2.6% | -2.3 | 2.62µM* | 2.8%
CCc1ccc(N2C(=O)Nc3ccc(Br)cc3C2(O)C(=O)NCCN(C)C)cc1 (centres undefined) | -3.3 | 1.8% | -6.9% | 73.2%[activator] | -4.2 | u | 5.6%
COC(=O)c1cc2ccsc2n1CC(=O)N1CCCc2ccccc21 | 13.4 | u | -6.8% | -1.8% | 17.8 | u | 4.0%
CC1(C)Cc2c(cnn2-c2ccccc2)C(NC(=O)CCCN2CCCC2=O)C1 (centres undefined) | -7.2 | -8.8% | 0.2% | 22.6% | 9.8 | 3.9% | 2.6%
Cc1ccc(NCCNc2ccc(C)cc2)cc1 | 20.1 | 43.7%[activator] | -4.9% | -18.3% | 3.3 | x | 2.0%
COc1ccc(CCNC(=O)C(=O)NCc2ccccc2)cc1OC | 9.0 | u | 1.0% | 3.8% | -4.4 | u | 0.6%
CCOC(=O)c1ccc(S(=O)(=O)N2CCN(CC(O)COc3ccc(C#N)cc3)CC2)cc1 (centres undefined) | -1.0 | -11.1% | 0.8% | -7.3% | -1.3 | -14.7% | -1.5%
CCN(CC(=O)Nc1ccc(OC)cc1)C(=O)c1ccc(NS(=O)(=O)c2ccc(C(C)=O)cc2)cc1 | x | -16.6% | 4.0% | -16.6% | x | -5.0% | x
COc1ccccc1NC(=O)CCSc1nnnn1C | -8.5 | 1.3% | 4.5% | 3.9% | 1.9 | -1.6%[5.75 µM] | -1.8%
Cc1nn(Cc2c(F)c(F)c(F)c(F)c2F)c(C)c1NC(=O)c1nn(C)cc1[N+](=O)[O-] | 5.9 | x | 3.6% | 5.8% | -1.1 | -39.7% | -2.9%
Cc1ccc(NC(=O)COC(=O)c2ccc(-n3cnnn3)cc2)c(Br)c1 | x | 6.6% | 5.9% | 10.2% | x | 17.6% | x
O=C(CCn1c(=O)oc2ccccc21)N1CCN(c2ccccc2Cl)CC1 | 14.6 | u | 11.3% | -11.0% | 9.3 | -5.1% | 1.7%

Part of the list above, limited to Pf growth 96h:
| Molecule | Pf growth 96h |
| --- | --- |
| CCOC(=O)c1ccc(S(=O)(=O)N2CCN(CC(O)COc3ccc(C#N)cc3)CC2)cc1 (centres undefined) | -14.7% |
| CCN(CC(=O)Nc1ccc(OC)cc1)C(=O)c1ccc(NS(=O)(=O)c2ccc(C(C)=O)cc2)cc1 | -5.0% |

No enrichment for hits (roughly 21% active in at least one column).
